# Compound activity from PubChem.
# HIF-2a block – HIF-2a reporter inhibitors, primary screen, luminescence, 786-0 RCC cells; hit rate 0.72% among 360,000; inhibition, % at 18.8 µM; 786-0 RCC cells HIF-2a reporter, luciferase luminescence, overnight;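 active = inhibition of the luminescence signal of 40% or more relative to plate controls, in a single-dose primary screen at 18.75 µM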
# Peg3 prom inh – Peg3 promoter-driven luciferase inhibitors, primary screen, cell-based, HeLa, luciferase luminescence; HeLa PEG-Prom luciferase reporter, overnight; inhibition, % at 20 µM; hit rate 1.7% among 360,000; AID 588405, 2011;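 active = inhibition of at least 50% at 20 µM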
# NR2E3 ag-1 – NR2E3 agonists in two-hybrid cells, primary screen, cell-based, luminescence, CHO-S, Gal4-NCOR/VP16-NR2E3; inhibition of corepressor binding, % at 3.98 µM; luciferase; Photoreceptor-specific nuclear receptor (Homo sapiens), Q9Y5X4; hit rate 0.35% among 360,000; AID 602229, 2012;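 active = inhibition above the mean of all tested compounds plus 3 SD, cut at about 70% in these data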;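 also: 0% = DMSO with NR2E3 transfected cells and 100% = cells lacking NR2E3 construct; higher means lower luciferase signal from less NR2E3 corepressor binding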
# Target sequence (Q9Y5X4 whole entry, looked up, the tested form may be a part): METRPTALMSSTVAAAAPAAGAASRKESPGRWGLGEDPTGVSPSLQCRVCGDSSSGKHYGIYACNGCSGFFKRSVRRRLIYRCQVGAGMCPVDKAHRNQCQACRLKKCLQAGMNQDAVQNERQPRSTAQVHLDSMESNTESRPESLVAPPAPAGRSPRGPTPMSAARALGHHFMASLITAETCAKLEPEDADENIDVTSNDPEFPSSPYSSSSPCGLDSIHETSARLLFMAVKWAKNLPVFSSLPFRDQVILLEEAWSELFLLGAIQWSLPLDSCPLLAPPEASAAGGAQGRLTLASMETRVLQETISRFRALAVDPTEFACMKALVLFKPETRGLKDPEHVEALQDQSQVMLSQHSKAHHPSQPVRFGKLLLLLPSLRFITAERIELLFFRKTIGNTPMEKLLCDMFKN
# Vif inh – HIV Vif self-association inhibitors, primary screen, imaging, HEK293T, single point; HEK293T cells, Vif self-association by quenched fluorescence, 24 h; inhibition, % at 7.49 µM; hit rate 0.35% among 340,000; AID 602346, 2012; in the data active = inhibition above about 50%, passing the limit was not always enough; inconclusive = no clear call, values can overlap the other calls; inactive = below about 31%; also: some results filed as inactive read as strong as hits
# Shn3 3UTR inh – reduction of Shn3 3'UTR firefly luciferase signal, primary screen, Schnurri-3 inhibitor project, cell-based, Clone20 osteoblasts, set 2 | Clone20 osteoblast Shn3 3'UTR firefly luciferase, 24 h | inhibition, % at 12.5 µM | hit rate 0.52% among 360,000 | AID 588674, 2011;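 active = mean inhibition of at least 75% with every replicate also reaching 75%; inconclusive = mean inhibition at least 75% but some replicate below; inactive = mean inhibition below 75%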;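 also: 0% = median of neutral control wells and 100% = pilot-screen positive control compound; some compounds past the cut are filed as inactive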
# NR2E3 ag-2 – inhibitors of NR2E3-RetCOR corepressor binding, primary screen, NR2E3 agonist project, biochemical, TR-FRET, GST-NR2E3, biotin-RetCOR; Photoreceptor-specific nuclear receptor (Homo sapiens), Q9Y5X4; 1536-well; inhibition of corepressor binding, % at 4.78 µM; hit rate 0.12% among 320,000; AID 2300, 2010;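 active = percent inhibition above the cutoff of mean plus 3 SD of all tested compounds, set per screening campaign, cut at about 20% in these data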;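 also: 0% = DMSO wells and 100% = biotin wells as full block of FRET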
#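 Assay system: NR2E3–RetCOR corepressor complex. Quantity: 1.35 nM GST-NR2E3. Buffer or medium: pH 7.5 Tris-based buffer. Reagent: biotinylated RetCOR corepressor at 7 nM final. Schedule: 5 h at 4 °C. Detection: TR-FRET, emission read at 617 and 671 nm. Replicates: one well per compound, singlicate testing.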
# CaV13 FRET inh – Disruptors of the CACNA1D IQ motif to Ca2+-dependent inactivation inhibitor domain association, primary screening, Förster resonance energy transfer in intact living …; inhibition, % at 12.3 µM; HEK cells, CFP/YFP FRET ICDI-IQ, plate reader, 10 min; percent FRET-ratio fall versus neutral wells; hit rate 0.098% among 340,000;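 active = mean replicate inhibition of at least 30% and at least 1% of replicates passing that level; inconclusive = only one of the two criteria is met; inactive = neither criterion is met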;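 also: 0% = median of the neutral control wells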
# MITF TRPM1 inh – inhibitors of MITF-dependent TRPM1 promoter reporter, primary screen, cell-based, SK-MEL-5, single point, luciferase. SK-MEL-5 TRPM1 promoter luciferase, 24 h. inhibition, % at 12.5 µM. hit rate 0.83% among 330,000;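 active = mean inhibition across replicates of 60% or more, whatever share of single replicates reaches that level; inconclusive = some that reach 60%, reason not given; inactive = mean inhibition across replicates below 60%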; also: values of inactives mirror those of a sister screen read the other way
# PDI turbidity – inhibitors of human PDI, primary screen, biochemical, turbidity, single point, plate reader; Protein disulfide-isomerase (Homo sapiens), P07237; PDI insulin aggregation turbidity, A650, 90 min; inhibition, % at 10 µM; hit rate 0.052% among 350,000; AID 588391, 2011;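 active = mean inhibition across replicates of 30% or more, whatever share of single replicates reach that level; inconclusive = mean inhibition below 30% while every single replicate reaches 30%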;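 also: absorbance from insulin aggregation driven by PDI reduction with DTT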
# Target sequence (P07237 whole entry, looked up): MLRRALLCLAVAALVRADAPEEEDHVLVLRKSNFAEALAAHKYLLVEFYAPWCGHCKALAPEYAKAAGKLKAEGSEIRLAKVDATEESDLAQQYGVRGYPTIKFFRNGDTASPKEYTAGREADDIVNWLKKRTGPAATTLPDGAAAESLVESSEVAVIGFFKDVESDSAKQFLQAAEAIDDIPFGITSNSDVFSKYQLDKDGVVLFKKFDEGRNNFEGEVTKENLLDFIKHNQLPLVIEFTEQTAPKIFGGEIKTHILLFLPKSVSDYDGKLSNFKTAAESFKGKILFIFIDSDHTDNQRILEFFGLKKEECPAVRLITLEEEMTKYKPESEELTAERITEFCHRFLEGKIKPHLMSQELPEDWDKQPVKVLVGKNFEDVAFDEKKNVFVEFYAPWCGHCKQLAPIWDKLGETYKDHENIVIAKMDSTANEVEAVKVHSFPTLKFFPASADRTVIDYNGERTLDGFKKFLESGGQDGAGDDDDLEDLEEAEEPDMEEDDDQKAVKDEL
# KKLEB tox – cytotoxicity in KKLEB CF airway cells, primary screen, cytotoxicity control for CF NF-kB inhibitor project, cell-based, uHTS, fluorescence assay plates; KKLEB CF airway cells viability, ATPlite luminescence, overnight; stronger effect = lower value; cells stimulated with P. aeruginosa culture filtrate; AID 602141, 2011; hit rate 0.36% among 360,000; activity change (cytotoxicity), % at 5 µM;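 active = corrected activity change at or below -50% at 5 µM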
# CF NFkB inh – inhibitors of PAF-induced NF-kB signaling, primary screen, cell-based, GFP fluorescence, uHTS. KKLEB NF-kB-GFP reporter, GFP fluorescence overnight. inhibition, % at 5 µM. hit rate 0.86% among 360,000. AID 588850, 2011;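 active = at least 50% inhibition at 5 µM, scaled per plate between neutral and stimulator controls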;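 also: PAF is a Pseudomonas aeruginosa culture filtrate used as stimulus; plate controls were PAF-stimulated DMSO wells for no effect and unstimulated DMSO wells for full effect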
# * hit, by the source's call; ? = inconclusive; . = no result given.
Structure	HIF-2a block	Peg3 prom inh	NR2E3 ag-1	Vif inh	Shn3 3UTR inh	NR2E3 ag-2	CaV13 FRET inh	MITF TRPM1 inh	PDI turbidity	KKLEB tox	CF NFkB inh
Cc1ccc(OCc2ccc(C(=O)NN)o2)c([N+](=O)[O-])c1	9	-1	-54	-1	-6	1	-2	0	12	9	-1
O=C(NCCCn1ccnc1)c1cc(-c2cccnc2)nc2ccc(Br)cc12	8	-9	-3	7	-15	5	-2	-5	-2	-7	1
CC(=O)Nc1ccc(C=CC(=O)c2ccc([N+](=O)[O-])cc2)cc1	-24	4	-13	.	10	.	-9	.	-14	-10	20
CC(C)OCCCn1c(SCC(=O)Nc2ccccc2C(F)(F)F)nc2nccnc2c1=O	6	28	6	-7	-10	1	-3	4	-9	-26	7
Cc1cccc(NC(=O)c2ccc3[nH]c(=O)c(=O)[nH]c3c2)n1	-31	-15	-18	-6	0	-2	-5	2	-1	10	0
Cc1ccc(SCC(=O)NCCCN2CCOCC2)cc1	9	0	-18	.	.	-1	.	6	-10	9	-8
Cc1occc1C(=O)N1N=C(C2CC2)CC1(O)C(F)(F)F (configuration not stated)	19	18	-19	-5	-6	2	-5	20	-4	4	-5
COc1ccc(CCNC(=O)c2ccc(CS(=O)Cc3ccc(Cl)cc3)o2)cc1OC (configuration not stated)	9	16	3	-17	2	1	-3	1	8	14	-2
COc1ccc(C2NCCC3(O)CCCCC23)c(OC)c1OC (configuration not stated)	-2	17	-6	11	12	1	-4	-3	19	-8	21
O=S1(=O)C=C(SCCN2CCCCC2)c2ccccc21	-36	-34	7	-15	-3	1	.	9	-1	-9	6
COc1cc2ccccc2cc1C(=O)Nc1ccc(C)cc1	-257	-215	-155	-8	-106	4	-2	-29	9	-14	18
CCc1nn(C(C)C(=O)N2CCN(c3ccc(OC)cc3)CC2)c(=O)c2cc3occc3n12 (configuration not stated)	8	7	-26	-9	-8	-3	-4	36	-3	23	20
COc1cc(CN2CCNC(=O)C2CC(=O)N(C)CCN2CCOCC2)cc(OC)c1 (configuration not stated)	3	-6	5	-4	2	.	-8	-3	-6	-2	2
CC(=O)N1CCN(Cc2nc3cc(NC(=O)c4ccc(Cl)cc4)ccc3n2C)CC1	-94	-61	-8	.	-2	-2	-7	-6	-9	0	4
CCc1nnc(NC(=O)CCNC(=O)c2ccco2)s1	7	16	-6	-7	-6	-1	-4	-3	10	-19	8
O=C(CSc1nnc(C2CC2)n1C1CC1)N1CCN(c2ccc(O)cc2)CC1	3	3	-9	30	-4	.	-7	.	-5	-1	-2
Cc1nc2nc(SCC(N)=O)[nH]c2cc1Br	7	-14	-4	-10	-1	4	-7	13	0	11	-7
CC1(C(=O)O)CCN1C(=O)COc1ccc(Cl)cc1 (configuration not stated)	9	17	10	-1	-9	.	-5	.	8	0	12
CCC(C)(C(=O)NC1CCCCC1)N(C(=O)c1ccccn1)c1ccc(C)cc1 (configuration not stated)	-3	-6	-13	.	-26	8	-5	1	-3	0	-3
CC(C)CCNC(=S)Nc1ccc2nc3n(c(=O)c2c1)CCCCC3	7	-26	-15	3	-12	2	-3	-16	-4	-1	8
O=C(Nc1ccc(N2CCN(C(=O)c3ccccc3)CC2)c(Cl)c1)c1cccnc1	12	-2	19	-38	47	-3	-8	14	5	12	24
O=C(c1ccc(CSc2nc3ccncc3[nH]2)cc1)N1CCCCC1	-68	-18	-29	.	-5	1	-7	.	1	3	-28
OC(COc1ccc(OCc2ccccc2)cc1)CN1CCOCC1 (configuration not stated)	-47	-15	-6	24	-13	2	.	0	3	4	8
CSc1nc(C)c(C(=O)Nc2ccccc2)c(C)c1C#N	14	12	-18	.	3	6	-7	-10	17	-4	20
C=CC[C@H](CC(=O)NCCO)C(=O)NC[C@@H](OC(=O)[C@@H](CC=C)CC(=O)OC(C)(C)C)c1ccccc1	10	4	27	-10	-1	.	-11	-2	5	6	-4
CCOc1cc2[nH]c(=S)n(CCN3CCCCC3CC)c(=O)c2cc1OCC (configuration not stated)	28	5	-18	2	13	-2	-3	-6	-3	-18	-2
COCCNC(=O)c1ccccc1NC(=O)Nc1ccccc1	-11	-4	5	9	-6	-1	-1	4	2	6	-2
COc1ccc(CC(=O)N2CCNC2=O)cc1	10	5	-16	-6	-3	-2	.	-3	-1	8	-7
O=C(O)c1cc2c(cn1)[nH]c1ccccc12	18	17	-19	12	-20	-2	-5	10	-2	8	-17
Cc1cccc(-n2ccc(=O)c(C(=O)Nc3ccc(S(=O)(=O)Nc4nccc(C)n4)cc3)n2)c1	15	14	12	-6	-10	0	-2	-3	9	4	-4
Cc1cccc(NC(=O)Cn2nnc3ccccc32)c1	-202	-189	-61	-2	-46	-2	-4	-52	9	-14	16
O=C(COc1ccc2c(c1)OCO2)Nc1ccc(Cl)cn1	-252	-344	-17	-5	-46	0	-3	-73	3	4	27
CC1(C)Cc2c(sc3nc(-c4ccccc4Cl)n(N)c(=O)c23)CO1	12	6	7	5	-11	5	-4	1	8	8	2
Cc1nn(C)c(C)c1S(=O)(=O)N1CCCC(C(=O)NC2CCCCC2)C1 (configuration not stated)	13	-1	-21	5	-1	1	0	-1	-4	5	-10
Cc1ccc(-c2cc(C(=O)OCC(=O)NC3CC3)c3ccccc3n2)cc1	-107	-61	-29	5	-2	3	-6	.	9	12	-39
CC(=O)c1ccc(N2CCN(C(=O)c3noc4c3CSc3ccccc3-4)CC2)cc1	-15	5	-28	-2	10	3	-2	-10	0	16	-33
CCN(CC(=O)Nc1ccccc1C(F)(F)F)C(=O)CSCC(=O)Nc1cc(C)on1	8	10	9	-16	-3	5	-4	8	-3	-15	8
COc1ccc(C2=CC(=O)CC(C)(C)C2)cc1OC	0	10	16	0	-17	5	-11	0	-4	-3	2
O=C(Nc1ccc2nc3n(c(=O)c2c1)CCCCC3)C(=O)N1CCN(c2ccc(F)cc2)CC1	11	12	-1	-6	-4	2	-15	12	-10	5	-3
O=C(OCc1nc2ccsc2c(=O)[nH]1)c1ccc(Cl)nc1	14	-2	-5	-13	-9	0	-7	11	7	-10	7
C[C@H](NC(=O)N1CCn2c1nc1ccccc12)C(=O)NCCc1ccccc1	4	12	17	29	-3	1	-16	4	12	22	0
O=c1cc(CSc2ccc(Cl)cc2)[nH]c2[nH]n(-c3ccccc3)c(=O)c12	11	14	11	0	9	-2	-5	-2	-5	4	10
CCCCCCCCCc1nc(N)n[nH]1	7	-2	-18	10	14	-2	.	-3	-27	-6	10
O=C(c1ccc(F)cc1)N1CCCCC(Sc2nnc3ccccn23)C1=O (configuration not stated)	5	21	15	-3	4	3	-9	0	-3	8	-6
CCn1c(SCc2nc3ccccc3c(=O)[nH]2)nc2ccccc2c1=O	4	22	3	?	-16	-2	.	1	-4	-4	-16
NC(c1csc(Nc2cnccn2)n1)C1CCCCC1 (configuration not stated)	-33	-9	-30	1	-11	.	-10	.	3	-4	-4
C[C@H]1CN([C@@H](C)CO)C(=O)c2cccc(NC(=O)Nc3ccc(C(F)(F)F)cc3)c2O[C@H]1CN(C)C	-15	-4	-5	-19	3	.	-10	-19	0	11	-5
O=C(NCc1ccc(C(F)(F)F)cc1)c1cccc2c(-c3ccc(F)c(F)c3)coc12	-25	-4	-67	-22	5	.	-10	.	-2	13	-21
Cc1nnc(SCC(=O)Nc2nccs2)n1C(C)C	6	-4	-19	-1	6	2	-6	-51	-5	-6	-11
Cc1cc(SCC#N)n2nc(C)c(-c3ccccc3)c2n1	17	21	3	16	0	7	-3	1	2	-12	21

# Continued.
Structure	HIF-2a block	Peg3 prom inh	NR2E3 ag-1	Vif inh	Shn3 3UTR inh	NR2E3 ag-2	CaV13 FRET inh	MITF TRPM1 inh	PDI turbidity	KKLEB tox	CF NFkB inh
O=C(CNC(=O)c1ccc(Br)o1)NCC(=O)OCc1ccccc1	2	-7	0	-1	0	5	-6	3	-4	-1	32
CC(C)Cn1cnc2c(Sc3c([N+](=O)[O-])ncn3C)nc(N)nc21	13	10	3	6	2	.	-7	14	-4	6	18
CCSc1nnc(SCC(=O)Nc2cc(C)on2)s1	1	17	14	-2	8	.	-5	.	-5	10	-17
COc1ccc(Cl)cc1-c1cc(C(=O)Nc2cc(OC)c(OC)c(OC)c2)[nH]n1	-102	34	-5	-7	6	.	-4	.	-1	-15	-31
O=c1ccc(S(=O)(=O)N2CCCC2)cn1Cc1ccc(Cl)cc1Cl	-10	-4	4	-8	33	-1	-3	13	-2	0	0
COc1ccc(S(=O)(=O)N2CCN(CC(=O)N3CCOCC3)CC2)cc1OC	10	-6	-39	18	12	.	-5	.	-8	-8	14
CCc1c(C(=O)NCc2ccc3c(c2)OCO3)[nH]c(C)c1C(C)=O	-22	-19	5	-3	17	2	-6	-16	6	-6	-4
O=C(Nc1ccc(O)cc1C(=O)O)c1cccs1	-23	-15	-17	-1	-15	5	3	-9	1	9	0
COc1ccc(Cc2noc(CN3CCC(c4ccncc4)CC3)n2)cc1OC	21	18	-4	-1	52	-1	3	7	-1	2	-2
COc1ccc(C2CC(c3c(-c4ccccc4)c4cc(Cl)ccc4[nH]c3=O)=NN2C(=O)CCC(=O)O)cc1 (configuration not stated)	24	25	-1	2	-27	5	-2	5	-1	8	7
Cc1cc(C(N)=O)nn1-c1c(Cl)cc(Cl)cc1Cl	23	6	-27	13	7	4	1	1	8	-4	18
Cc1ccc(N2CCN(C(=O)c3ccccc3F)CC2)c(C)c1	-14	-1	2	-8	-14	3	-4	-7	.	5	-20
CCOC(=O)Cc1csc(NC(=O)CC)n1	-15	-3	-6	11	1	3	-5	-15	5	-2	-10
O=C(CCN1CCN(S(=O)(=O)c2ccc(Cl)cc2)CC1)Nc1ccccc1F	9	28	-11	-13	-6	6	-1	-4	5	13	-15
COC(=O)c1ccc(C2C(C(C)=O)=C(O)C(=O)N2CCO)cc1 (configuration not stated)	5	1	-6	5	-6	1	.	-2	-6	3	3
